TRHR PAM = allosteric enhancers of human TRH receptor; TRHR cells, fluo-8 calcium fluorescence, EC20 TRH enhancement; AID 493056; actives 0.66% (n = 360,000); enhancement, % at 2 µM; P34981; in the data active = enhancement above about 30%; note: 0% is about no effect
Target sequence (P34981 whole entry, looked up): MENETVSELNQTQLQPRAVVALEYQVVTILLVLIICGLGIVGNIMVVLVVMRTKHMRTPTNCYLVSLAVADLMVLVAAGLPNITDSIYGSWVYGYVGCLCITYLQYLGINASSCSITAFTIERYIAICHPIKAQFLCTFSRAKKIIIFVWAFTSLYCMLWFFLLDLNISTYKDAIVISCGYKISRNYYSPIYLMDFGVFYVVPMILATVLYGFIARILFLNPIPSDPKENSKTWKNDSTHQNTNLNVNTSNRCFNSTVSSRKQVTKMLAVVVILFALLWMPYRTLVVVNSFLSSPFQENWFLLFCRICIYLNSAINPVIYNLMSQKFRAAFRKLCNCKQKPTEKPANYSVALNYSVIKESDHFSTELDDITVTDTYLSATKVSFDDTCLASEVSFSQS
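Enhancer read-out: after compound pinning and an initial kinetic agonist-mode read, an EC20 of TRH (10 nM final) was injected and fluo-8 calcium signal (Ex 480/Em 530) followed at 1 s/cycle for 100 cycles in TRHR-expressing cells.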
D2 potentiator = positive allosteric modulators of human D2 dopamine receptor; actives 0.34% (n = 340,000); AID 485347; potentiation, % at 10 µM; HEK293 T-REx D2, calcium flux, EC20 dopamine potentiation; P14416;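 active = potentiation over 3 SD above the plate norm, cut at about 30% in these data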; note: 0% is about no effect
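Tetracycline-induced HEK293 T-REx cells force-coupled to calcium signalling expressed D2; compounds were pin-added after a 10 s baseline, read kinetically 180 s, then an EC20 dopamine challenge followed with a further 180 s calcium read.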
D2 ag = D2 dopamine receptor (human) agonism; HEK293 T-REx D2 cells, calcium flux agonist mode; actives 0.53% (n = 340,000); P14416; activation, % at 2 µM;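 active = activation over 3 SD above normal in the single-dose calcium agonist read, cut at about 30% in these data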; note: 0% is about no effect
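Calcium-flux readout, 1 cycle/sec over 180 s following compound pin transfer, in inducible HEK293 Trex D2 cells (force-coupled); dopamine controls included. Positive calcium responses during this window marked compounds as potential agonists.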
D1 ag = human D1 receptor agonism; activation, % at 2 µM; HEK293 T-REx D1 cells, calcium flux, agonist mode; P21728; actives 1% (n = 360,000); note: 0% is about no effect
Target sequence (P21728 whole entry, looked up): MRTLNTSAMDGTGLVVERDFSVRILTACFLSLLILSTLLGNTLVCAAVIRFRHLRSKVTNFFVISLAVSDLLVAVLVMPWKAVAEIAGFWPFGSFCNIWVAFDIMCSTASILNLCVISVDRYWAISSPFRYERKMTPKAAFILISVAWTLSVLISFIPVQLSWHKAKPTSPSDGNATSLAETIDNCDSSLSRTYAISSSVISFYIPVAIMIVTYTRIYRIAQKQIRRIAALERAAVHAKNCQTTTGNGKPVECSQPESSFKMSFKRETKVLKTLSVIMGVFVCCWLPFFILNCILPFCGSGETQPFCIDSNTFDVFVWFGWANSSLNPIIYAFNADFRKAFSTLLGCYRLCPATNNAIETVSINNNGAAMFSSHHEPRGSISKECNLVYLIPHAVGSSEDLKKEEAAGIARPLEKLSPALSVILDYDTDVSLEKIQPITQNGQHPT
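Inducible HEK293 T-REx D1 cells, force-coupled to calcium signalling, were plated at 4000 cells/well with tetracycline and held overnight at 30 C. After no-wash calcium dye loading, compound-evoked calcium rise over 180 s flagged agonists.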
D1 antag = blocks dopamine activation of the human D1 receptor | activity change, negative = inhibition, % at 10 µM | HEK293 TREx D1 cells, calcium flux, dopamine EC80; stronger effect = lower value | P21728 | AID 504652 | actives 3.2% (n = 360,000); in the data active = activity change below about -30%; note: % is set by controls: 0 for no effect and ±100 for the full control effect
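Inducible Hek293 Trex D1 cells (tetracycline, overnight, 30 C). Calcium dye 30–90 min RT. Antagonist mode: EC80 dopamine added after 180 s compound read.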
TRHR ag = TRH receptor (human) agonism; P34981; TRHR cells, calcium flux fluo-8, FDSS agonist mode; activation, % at 2 µM; actives 0.18% (n = 360,000); AID 493084; note: 0% is about no effect
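Read-out: compound-evoked intracellular calcium rise in TRHR cells, fluo-8 dye, kinetic FDSS fluorescence at 1 s/cycle following a 10-cycle baseline. Cells cultured overnight before dye loading (30 min–1.5 h, RT).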
D1 PAM = human D1 dopamine receptor positive modulation; P21728; HEK293 TREx D1 cells, calcium flux, dopamine EC20 potentiation; potentiation, % at 10 µM; actives 0.036% (n = 360,000); AID 504651; in the data active = potentiation above about 30%; note: 0% is about no effect
D2 antag = D2 dopamine receptor (human) antagonism; inhibition, % at 10 µM; AID 485344; HEK293 TREx D2 cells, calcium flux, dopamine EC80; actives 2% (n = 340,000); in the data active = inhibition above about 30%; note: 0% is about no effect
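Dopamine at EC80 is the agonist stimulus; test compounds precede it by 180 s. Calcium flux read kinetically in a force-coupled, inducible HEK293 T-REx D2 cell line.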
RXFP1 antagonist = RXFP1 (human) relaxin receptor antagonism | activity change, negative = inhibition, % at 57.5 µM | Q9HBX9 | AID 1259400 | HEK293-RXFP1, relaxin-stimulated cAMP HTRF, 30 min; stronger effect = lower value | actives 0.59% (n = 350,000);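 active = activity change of -60% or lower, but not beyond a set lower limit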; note: % is set by controls: 0 for no effect and ±100 for the full control effect
* marks the source's active call; other numbers are inactive results; . = no result given; & = joins results of further samples. Cut-off read from the data, not from the text of the source, unless noted: active = activation above about 30%; inactive = the rest.

SMILES	TRHR PAM	D2 potentiator	D2 ag	D1 ag	D1 antag	TRHR ag	D1 PAM	D2 antag	RXFP1 antagonist
CCC(Sc1ncccc1C(=O)OC(C)C)C(=O)NCc1ccco1 (stereo not drawn)	-13	21	-1.2	0	-1	-0.9	-1	-18	2
Cc1ccc(CNC(=O)C(CC(C)C)N2Cc3ccccc3C2=O)cc1 (stereo not drawn)	-4	5	-1.8	1	0	-0.5	-4	.	-27
COc1cccc(/C=C/C2=CC(C)(C)NC(=S)N2)c1	-6	0	-1.1	1	1	-1.1	-2	-2	-9
CSc1nccn1C(=O)c1ccccc1[N+](=O)[O-]	9	.	.	1	-9	-0.2	-5	.	2
COc1ccc(S(=O)(=O)N2CCCC2C(=O)NCc2cccs2)cc1 (stereo not drawn)	3	1	-1.2	3	-22	-0.2	-4	-3	-5
Cc1ccc2c(c1)[nH]c1c(=O)n(CCCN3CCOCC3)cnc12	-3	9	-0.7	6	-22	-0.2	-5	0	1
COc1cccc(C(=O)C2CCCN(Cc3cn(C)nc3-c3ccccc3)C2)c1 (stereo not drawn)	10	-15	-0.8	3	5	0.2	-5	-3	-21
CC(=O)c1ccc(NC(=O)C(C)OC(=O)c2ccc(NS(=O)(=O)c3ccc(F)c(F)c3)cc2)cc1 (stereo not drawn)	-1	2	0.5	3	-4	0.9	-8	0	-8
CCOC(=O)C1=C(C)NC(=S)NC1/C=C/c1ccccc1 (stereo not drawn)	0	2	0.1	3	-5	-0.3	5	0	14
CC(C)OCCCNC(=O)c1cc2c(-c3ccc(Cl)cc3)nn(C)c2s1	-5	9	2.0	6	-2	0.6	-3	.	1
CC(=O)Nc1cccc(NC(=O)CSc2n[nH]c(-c3ccccc3)n2)c1	6	.	.	1	13	0.9	1	.	-1
CCOc1cc(/C=C2\C(=O)N(c3ccc(C(N)=O)cc3)N=C2C)ccc1OC(=O)c1cccs1	17	28	-1.3	0	1	-0.3	-1	1	-25
COC(=O)c1ccc(NC(=O)C(=O)N2CCN(C(=S)Nc3cccc(OC)c3)CC2)cc1	-4	.	.	6	-17	0.4	3	.	3
Fc1ccc(NCc2nnc(SCc3nnc(-c4ccccc4)o3)n2CC2CCCO2)cc1 (stereo not drawn)	8	-1	0.6	1	-12	0.6	-5	-7	-9
Cc1cc(N2CCCCC2)nc2ccc(NC(=O)c3cccc(Cl)c3)cc12	5	11	-3.4	2	11	-0.1	1	.	-16
COc1cc(CCC(=O)Nc2ccc(S(=O)(=O)NC3=NCCCCC3)cc2)cc(OC)c1OC	6	5	1.1	-1	-17	0.1	-6	15	-2
O=C(NCCCN1CCN(CCCNC(=O)c2ccc3c(c2)OCO3)CC1)c1ccc2c(c1)OCO2	2	6	-1.4	9	14	0.7	6	-19	-6
Cc1ccccc1N1CCN(CCCN2C(=O)C3CCCCN3C2=O)CC1 (stereo not drawn)	3	6	0.1	4	-4	-0.3	-6	-27	-12
Cn1c(SCC(=O)N2CCN(S(=O)(=O)c3ccc(Cl)cc3)CC2)nc2ccccc21	1	10	1.2	5	15	-1.3	-2	-19	-12
CC(C)c1nc2ccc(C(=O)NCCCN3CCN(c4ccccc4)CC3)cc2o1	3	-23	.	3	-23	-0.6	-4	.	-12
COc1ccccc1C(=O)Nc1ccc(Br)cc1C	-7	-2	-0.3	3	0	0.8	-1	5	-20
Cc1ccnc(NS(=O)(=O)Cc2ccccc2)c1	-4	.	.	4	16	0.7	-7	.	-10
COc1cc2cnc(-c3ccccc3)c(-c3cc(OC)c(OC)c(OC)c3)c2cc1OC	5	-3	-1.3	1	.	-0.6	-1	-5	.
C/C(=N\NC(=O)Cc1cccc2ccccc12)c1ccncc1	0	10	0.7	3	-5	0.5	5	-7	-3
CCOc1ccc(N(CC(=O)NCCc2ccccc2)C(=O)CCC(=O)Nc2nccs2)cc1	-4	-17	-0.2	2	-8	0.1	-5	-6	9
COc1ccc(NCc2cccn2-c2nnc(N3CCOCC3)s2)c(OC)c1	15	-5	0.5	1	7	-0.1	-1	.	.
C=CCn1c(Cc2cccs2)nnc1SCC(=O)c1ccc(F)cc1	-7	-7	0.0	3	11	-0.9	-1	1	2
CCNS(=O)(=O)c1ccc(NC(=O)Nc2cc(C)ccc2OC)cc1	-2	-23	-0.1	1	-37*	0.2	-17	-1	-5
COc1cccc(/C=C/C(=O)OCC(=O)c2ccc3c(c2)NC(=O)CO3)c1	2	17	-0.2	2	-20	0.0	-2	42*	2
COc1ccccc1N1CCN(CC(=O)Nc2cccc(F)c2)CC1	8	-21	0.5	0	-7	0.2	0	31*	-9
O=C(CN1CCN(S(=O)(=O)c2ccc(Br)cc2)CC1)N/N=C/c1ccncc1	4	26	-1.7	1	9	-0.9	-9	-5	-16
COc1cccc(C(=O)NC(=S)Nc2nnn(C)n2)c1	2	-2	0.2	2	17	0.1	7	-12	-9
O=C(CN1C(=O)COc2ccccc21)N1CCN(c2ccccc2F)CC1	-4	8	-0.6	2	11	-0.1	-3	23	-3
S=C(NCc1ccncc1)Nc1cccc(Cl)c1	-1	3	-0.8	10	6	0.9	-2	-7	-4
O=C(Nc1ccc2c(c1)OCCO2)c1c(F)cccc1F	2	1	0.1	2	-21	-0.2	13	-6	-15
CC(C)c1nc(SCC(=O)Nc2ccc([N+](=O)[O-])cc2Br)n[nH]1	-4	-2	0.5	8	3	-0.8	-4	-7	-32
COc1ccc(-c2nnc(SCC(=O)Nc3cccc(F)c3)s2)cc1	-6	9	1.2	1	7	0.4	0	.	-4
C/C(=N/NC(=O)c1ccc2c(c1)OCO2)c1ccc(NC(=O)C(F)(F)F)cc1	-5	3	-0.8	0	9	0.6	-10	10	.
CCN(CC)S(=O)(=O)c1cc(NC(=O)CN2C(=O)NC3(CCCc4ccccc43)C2=O)ccc1C (stereo not drawn)	-5	-1	-0.8	5	-9	0.3	-7	13	-3
Cc1ccc(-c2cnc(NCc3cc4c(cc3[N+](=O)[O-])OCO4)n2C)cc1C	-4	-1	0.0	2	-2	-0.5	2	-7	-1
Nn1cnnc1SCC(=O)Nc1ccc2c(c1)OCCO2	-1	2	.	3	7	0.2	-2	.	-14
COc1cc([N+](=O)[O-])ccc1NC(=O)CSc1nncn1-c1cccnc1	20	1	-0.9	0	-30	-0.3	-6	-34	-10
CC(Nc1cc(N2CCN(S(C)(=O)=O)CC2)ccc1[N+](=O)[O-])c1ccccc1 (stereo not drawn)	2	11	1.1	2	9	-1.0	-6	8	-13
COc1ccc(S(=O)(=O)N2CCN(S(=O)(=O)c3ccc4c(c3)OCCO4)CC2)cc1	1&-4&3	18	-0.6	1&5&2	-8&7&-10	-0.5&0.1&0.0	1&3&6	7	-8
CCOC(=O)C1=C(CNCCc2ccc(Cl)cc2)NC(=O)NC1c1cccc([N+](=O)[O-])c1 (stereo not drawn)	3	1	1.7	1	0	-0.4	-4	16	-26
COc1cc(CN2CCN(c3ccccc3F)CC2)c([N+](=O)[O-])cc1OC	1	-13	37*	6	8	-0.2	-7	11	-29
CC(O)CNc1nc2c(c(=O)n(C)c(=O)n2C)n1Cc1cccc(C(F)(F)F)c1 (stereo not drawn)	1	6	0.6	-2	-7	-0.5	-1	2	-10
CCC(C)c1ccc(NC(=O)c2c([N+](=O)[O-])cnn2CC)cc1 (stereo not drawn)	-9	4	-0.2	0	51	2.2	13	24	-20

Part of the list above, with two lines to a compound.
Value order – TRHR PAM, D2 potentiator, D2 ag, D1 ag, D1 antag, TRHR ag, D1 PAM, D2 antag, RXFP1 antagonist
> CC(Nc1cc(N2CCN(S(C)(=O)=O)CC2)ccc1[N+](=O)[O-])c1ccccc1 (stereo not drawn)
  2, 11, 1.1, 2, 9, -1.0, -6, 8, -13
> COc1ccc(S(=O)(=O)N2CCN(S(=O)(=O)c3ccc4c(c3)OCCO4)CC2)cc1
  1&-4&3, 18, -0.6, 1&5&2, -8&7&-10, -0.5&0.1&0.0, 1&3&6, 7, -8
> CCOC(=O)C1=C(CNCCc2ccc(Cl)cc2)NC(=O)NC1c1cccc([N+](=O)[O-])c1 (stereo not drawn)
  3, 1, 1.7, 1, 0, -0.4, -4, 16, -26
> COc1cc(CN2CCN(c3ccccc3F)CC2)c([N+](=O)[O-])cc1OC
  1, -13, 37*, 6, 8, -0.2, -7, 11, -29

Continued:
SMILES	TRHR PAM	D2 potentiator	D2 ag	D1 ag	D1 antag	TRHR ag	D1 PAM	D2 antag	RXFP1 antagonist
CC(C)C(=O)N1CCN(c2nc(-c3ccc(Cl)cc3)cs2)CC1	0	12	-0.1	0	0	0.3	7	2	-15
O=C1/C(=C/c2ccc(O)c(O)c2)SC(=S)N1Nc1ccccc1	-3	29	7.4	48*	9	22	-4	-13	-21
Cc1ccc(S(=O)(=O)Oc2ccc(/C=C(/NC(=O)c3ccccc3)C(=O)NCC(=O)O)cc2)cc1	-4	-5	0.7	2	25	2.5	-3	4	-25
COc1ccc(NS(=O)(=O)c2cc(NC(=O)c3ccc(=O)[nH]c3)ccc2N2CCCC2)cc1	-6	.	.	2	-14	-0.2	-6	.	5
CC(/C=N/NC(=O)Cc1cccn1C)=C\c1ccccc1	0	4	-1.2	4	8	-0.1	7	-18	-17
COc1ccc2[nH]c3c(c2c1)CCN1C(=O)N([C@@H](C)C(=O)NCCc2ccc(F)cc2)C(=O)[C@]31C	3	10	-0.3	1	-85*	-0.8	-6	-21	.
Cc1ccnc(NS(=O)(=O)c2ccc(CC(C)C)cc2)c1	-7	2	-1.1	0	-9	-0.7	0	-2	5
Cc1c(C(=O)N2CCOCC2)oc2c1C(=O)CC(C)(C)C2	5	6	0.7	2	1	0.3	-7	5	-15
COc1cc(C)cc2oc(=O)c(CC(=O)NCCc3ccc(Cl)cc3)c(C)c12	2	5	-1.3	13	2	-0.7	-1	.	-7
CSc1nsc(SCC(=O)N2CCc3ccccc32)n1	-6	8	0.2	2	-18	-0.2	17	12	-13
CC(C)c1ccccc1OCC(O)CN(CC(O)COc1cccc2ccccc12)C(C)C (stereo not drawn)	1	19	-1.5	6	-8	-1.3	-2	-5	-25
S=c1[nH]nc(COc2ccccc2)n1/N=C/c1ccc(Br)cc1	1	.	.	3	-7	-0.4	-1	.	2
O=C(Nc1cccc(Cn2cccn2)c1)c1cc2c(s1)CCCC2	0	-33	0.6	8	0	0.0	1	11	-4
O=C1CC(N2CCN(C/C=C/c3ccccc3)CC2)C(=O)N1Cc1ccc(N2CCCC2=O)cc1 (stereo not drawn)	1	6	1.5	0	6	0.0	-1	-1	22
CCc1ccc(OCC(=O)OC2CCS(=O)(=O)C2)cc1 (stereo not drawn)	7	-2	0.4	0	7	-0.3	-6	3	9
O=c1cc(N2CCN(Cc3ccccc3)CC2)c(-c2ccccc2)n[nH]1	2	13	0.6	2	-1	-0.1	0	-5	5

Records listed above printed as active in D1 antag.
compound | TRHR PAM | D2 potentiator | D1 ag | D1 antag | TRHR ag | D1 PAM | D2 antag | RXFP1 antagonist
CCNS(=O)(=O)c1ccc(NC(=O)Nc2cc(C)ccc2OC)cc1 | -2 | -23 | 1 | -37* | 0.2 | -17 | -1 | -5
COc1ccc2[nH]c3c(c2c1)CCN1C(=O)N([C@@H](C)C(=O)NCCc2ccc(F)cc2)C(=O)[C@]31C | 3 | 10 | 1 | -85* | -0.8 | -6 | -21 | .
